ERK EGF block: qHTS Assay for Inhibitors of the ERK Signaling Pathway using a Homogeneous Screening Assay; Stimulation with EGF; Potency, µM (series often up to 11.5 µM), for inactives: top-dose activity change, negative = inhibition, hits mostly inhibitors; HEK293-V1b, EGF-stimulated phospho-ERK AlphaScreen; 130,000 tested, 0.41% active; AID 1454, 2008; active = well fitted inhibition curve with a large enough effect; inconclusive = small, poorly fitted or top-dose-only effect, or effect the other way;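 also: plate controls were stimulated vehicle wells for no effect and unstimulated vehicle basal for full effect; nearly all actives have a fitted effect of over 55% in size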
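HEK293 cells stably expressing V1b receptor, serum-reduced (1% FBS) overnight, got compound for 30 min at 37C, then 25 nM EGF for 5 min. Lysate phospho-ERK read by AlphaScreen SureFire; AC50 from Hill fits.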
* hit, by the source's call; ? = inconclusive; & = joins results of further samples; [ ] = remark or other dose. Potency is read from the fitted curve at half-maximal effect.

| Molecule | ERK EGF block |
| --- | --- |
| O=C1CSC(c2ccc(Cl)cc2)N1Nc1nc(N2CCOCC2)nc(N2CCOCC2)n1 (configuration not stated) | 2.5% |
| CCOc1ccc(CCNC(=O)c2ccc(CNS(=O)(=O)c3ccccc3)cc2)cc1OCC | 7.5% |
| N=C1/C(=C\c2coc3ccccc3c2=O)C(=O)N=C2SC=CN12 | -9.7%[57.5 µM] |
| CC(C)c1ccc(NS(=O)(=O)c2ccc(Cl)nc2)cc1 | 3.8% |
| COC(=O)c1c(NC(=O)CN2C(=O)NC3(CCc4ccccc4C3)C2=O)sc2c1CCCCC2 (configuration not stated) | -6.7% |
| CCCC(C)NC(=O)Cc1ccc(Br)cc1 (configuration not stated) | 4.9% |
| COc1cccc(CNC(C)(C)CO)c1OCc1ccc(Cl)cc1 | 8.0% |
| COc1ccc(-c2[nH]c(-c3ccccc3)nc2SCC(=O)Nc2nccs2)cc1 | ? |
| COc1ccc(C(C)(C)C)cc1S(=O)(=O)n1ccnc1C | -0.9% |
| COc1ccc(C(=O)C2CCCN(Cc3c[nH]c4ccccc34)C2)c(OC)c1 (configuration not stated) | -5.5%[57.5 µM] |

The list goes on (5 carried over from the part before).
| Molecule | ERK EGF block |
| --- | --- |
| CCCC(C)NC(=O)Cc1ccc(Br)cc1 (configuration not stated) | 4.9% |
| COc1cccc(CNC(C)(C)CO)c1OCc1ccc(Cl)cc1 | 8.0% |
| COc1ccc(-c2[nH]c(-c3ccccc3)nc2SCC(=O)Nc2nccs2)cc1 | ? |
| COc1ccc(C(C)(C)C)cc1S(=O)(=O)n1ccnc1C | -0.9% |
| COc1ccc(C(=O)C2CCCN(Cc3c[nH]c4ccccc34)C2)c(OC)c1 (configuration not stated) | -5.5%[57.5 µM] |
| Cc1cccc(C(=O)NC2=NCCS2)c1 | 5.5% |
| CNC(=S)Nc1ccc2[nH]c(=O)[nH]c2c1 | -6.9% |
| CCOC(=O)c1cnc2ccc(OCC)cc2c1N(C)Cc1ccccc1 | 2.8% |
| CCCCC(=O)N(Cc1ccc(F)cc1)C1CCS(=O)(=O)C1 (configuration not stated) | 2.1%[57.5 µM] |
| COc1ccccc1C(=O)OCC(=O)Nc1cc(S(=O)(=O)N2CCOCC2)ccc1N1CCCC1 | -7.2% |
| COc1ccc(-c2csc(NC3OC(=O)c4ccccc43)n2)cc1 (configuration not stated) | 3.7%[57.5 µM] |
| Cc1cc2ccccc2n2c(SCC(=O)N3CCc4ccccc4C3)nnc12 | -3.5% |
| CCOC(=O)c1ccc(NC(=O)/C=C/c2cccs2)cc1 | ? |
| CC(C(=O)Nc1cccc([N+](=O)[O-])c1)N(c1ccccc1)S(C)(=O)=O (configuration not stated) | -11.1% |
| O=C(CSc1ncccn1)Nc1cc(Cl)ccc1[N+](=O)[O-] | 12.3% |
| C[C@H](NC(=O)CCn1nnc2ccccc2c1=O)C(=O)O | 23.6%[57.5 µM] |
| Cc1cc2c(c(/C=C/C(=O)c3ccccc3)c1)OC1(C=C2)Oc2ccccc2C(=O)N1C (configuration not stated) | 7.1% |
| Nc1ncnc2c1ncn2[C@H]1CC[C@@H](CO)O1 | 12.2% |
| CC1(C)c2ccccc2-n2c1cc1oc(=O)cc(O)c1c2=O | -8.5%[57.5 µM] |
| Cc1sc2nc(CN3CCC(C)CC3)nc(Cl)c2c1C | 2.0% |
| Cc1onc(-c2c(F)cccc2Cl)c1C(=O)N=C(N)N1CCCC1 | -6.2%[57.5 µM] |
| COC(OC)C(C)NC(=O)NC(=O)c1ccccc1Cl (configuration not stated) | -11.2%[57.5 µM] |
| NS(=O)(=O)c1ccc(CNC(=O)c2ccc(Cl)c([N+](=O)[O-])c2)cc1 | 6.5%[57.5 µM] |
| COC(=O)c1c(C(=O)OC)c(-c2cccc(Cl)c2)n2c1CS(=O)C2 (configuration not stated) | -5.2% |
| COc1ccc(CNC(=O)c2c(O)c3cccc4c3n(c2=O)CCC4)cc1 | 11.1%[57.5 µM] |
| Cc1[nH]c(=O)[nH]c(=O)c1S(=O)(=O)N1CCCC(C(=O)NCc2ccccc2Cl)C1 (configuration not stated) | 0.7% |
| O=C(O)c1ccc(NC(=O)c2cn(-c3ccccc3)nc2-c2ccc(Cl)cc2)cc1 | -1.6% |
| Cn1c(N)c(C(=O)COc2ccc(Cl)cc2Cl)c(=O)n(C)c1=O | -5.0% |
| COc1cccc(/C=N/NC(=O)c2ccoc2C)c1 | 1.6%[57.5 µM] |
| COc1ccc(-n2nc(C(N)=O)c(O)cc2=O)cc1 | 3.5% |
| Cc1c([N+](=O)[O-])c(C/C=N/O)nn1C | -3.4%[57.5 µM] |
| COc1ccc(Oc2cccc(Cl)c2CNC(=O)c2ccccc2C(=O)O)cc1 | 3.9%[57.5 µM] |
| COC(=O)CC1C(=O)NCCN1C(=S)Nc1cc(C)cc(C)c1 (configuration not stated) | 0.8% |
| CCCCc1nnc(NC(=O)CSc2nc(O)c(-c3ccccc3)c(=O)[nH]2)s1 | -0.6%[57.5 µM] |
| CCOC(=O)c1sc(=S)n(-c2ccccc2)c1C | -2.7%[57.5 µM] |

Following part:
Compound	ERK EGF block
CCOc1ccccc1NC(=O)C1C2CCC3C(CCC21)C3(Cl)Cl (configuration not stated)	0.2%
O=C1c2c([N+](=O)[O-])cc([N+](=O)[O-])cc2S(=O)N1Cc1ccccc1 (configuration not stated)	-5.2%
O=C(NC1CCCCCC1)c1ccc(=O)n(Cc2ccccc2)n1	4.5%
CSc1cccc(NC(=O)NCc2cccc(CNC(=O)Nc3cccc(SC)c3)c2)c1	-13.7%[57.5 µM]
Cc1cccc(C)c1NC(=S)N(Cc1cccs1)C1CCCC1	6.5%
Cc1cc(CN(C)C(=O)CCc2nnc(Cc3cccc(C(F)(F)F)c3)o2)on1	-7.3%
Cc1oc2cc(OCc3cnn(-c4ccccc4)c3)ccc2c(=O)c1Oc1ccccc1F	10.5%
S=c1[nH]nc(-c2ccncc2)n1/N=C/c1ccccc1	7.7%
Cc1ccc(S(=O)(=O)N2CCN(CC(=O)N/N=C\c3ccncc3)CC2)cc1	-18.9%[57.5 µM]
O=C(COc1ccc(C(=S)N2CCOCC2)cc1Cl)Nc1ccccc1Cl	3.5%[57.5 µM]
C(=N\Nc1ccc2nncn2n1)/c1ccccn1	18.7%[57.5 µM]
COC(=O)Cn1nnc(N2CCOCC2)n1	-1.5%[57.5 µM]
Cc1cc(/C=c2\sc3nc4ccccc4n3c2=O)c(C)n1-c1ccc(C(=O)O)cc1	-6.1%
COc1cc(CCN2C(=O)N[C@@H](CCc3ccccc3)C(C(C)=O)=C2C)cc(OC)c1OC	-5.4%&-4.0%
CCOCCCNC(=O)C(NC(=O)Cc1c[nH]c2ccccc12)c1ccccc1 (configuration not stated)	1.7%
CCN(C(=O)CSc1ncccc1C(=O)O)C1CCCCC1	-2.6%
CN(CCc1nc2ccc(Cl)cc2[nH]1)Cc1nc(CC2CC2)no1	1.6%
Nc1nc(SCC(=O)N2CCOCC2)[nH]c(=O)c1-c1ccccc1	-0.8%
S=C(NCC1COc2ccccc2O1)Nc1ccc(Br)cc1 (configuration not stated)	-10.0%
Cc1ccccc1OCC(O)Cn1c(N2CCN(c3ccccc3)CC2)nc2c1c(=O)[nH]c(=O)n2C (configuration not stated)	13.7%
Cc1ccc(NC(=O)CCNS(=O)(=O)c2cc(Br)cnc2N)cc1Cl	-13.8%
CC1CCc2[nH]c3ccc(C(=O)NCCCOC(C)C)cc3c2C1 (configuration not stated)	12.5%
COc1ccc(C(=O)C[n+]2ccc(N)c(C)c2C)cc1	-9.5%
CCOC(=O)C(NC(=O)c1ccccc1F)(Nc1cc(C)on1)C(F)(F)F (configuration not stated)	-19.9%
COc1ccc(N(CC(=O)N2CCN(c3ccc(Cl)cc3)CC2)S(=O)(=O)c2c(C)n[nH]c2C)cc1	-4.8%

Ordered by the number under ERK EGF block (high to low): 5 from the list above
Compound	ERK EGF block
Cc1oc2cc(OCc3cnn(-c4ccccc4)c3)ccc2c(=O)c1Oc1ccccc1F	10.5%
CN(CCc1nc2ccc(Cl)cc2[nH]1)Cc1nc(CC2CC2)no1	1.6%
Nc1nc(SCC(=O)N2CCOCC2)[nH]c(=O)c1-c1ccccc1	-0.8%
CCN(C(=O)CSc1ncccc1C(=O)O)C1CCCCC1	-2.6%
O=C1c2c([N+](=O)[O-])cc([N+](=O)[O-])cc2S(=O)N1Cc1ccccc1 (configuration not stated)	-5.2%

(more compounds)
Compound	ERK EGF block
Cc1nnc(SCC2=C(C(=O)O)N3C(=O)C(NC(=O)C(C)n4nc(C(F)(F)F)cc4C)C3SC2)s1 (configuration not stated)	-3.9%
Cc1ccccc1-c1nc(-c2ccccn2)no1	1.9%
C=CCSc1nnc(COc2ccc(=O)n(-c3ccccc3)n2)n1CC	1.6%
COc1c(Cl)cc(Cl)cc1C(=O)Nc1ccc(NC(C)=O)cc1	12.2%
COc1ccc(/C=N\NS(=O)(=O)c2ccc(Cl)cc2)cc1COc1ccccc1[N+](=O)[O-]	8.8%
O=C(c1cc2ccccc2o1)N1CCCCCC1	8.2%
O=S(=O)(NC1CCCC1)c1ccccc1Br	-3.9%[57.5 µM]
CCOc1cc(CN2CCCC(C(=O)c3cccc(C(F)(F)F)c3)C2)ccc1O (configuration not stated)	-4.4%
N#C/C(=C\c1ccc(F)cc1F)S(=O)(=O)c1ccccn1	-8.5%[57.5 µM]
O=C(O)c1csc(-c2ccccc2)n1	-1.4%[57.5 µM]
COc1cc(/C=N/N2C(=O)C3C4c5ccccc5C(c5ccccc54)C3C2=O)ccc1O (configuration not stated)	13.6%
COc1ccc(NC(=O)C(NC(=O)Cc2cccs2)c2ccc(C)cc2)cc1 (configuration not stated)	3.3%
Cc1nnsc1-c1c(C(=O)O)c(C)nn1-c1ccc(OC(F)(F)F)cc1	-3.1%[57.5 µM]
O=c1[nH]cn[nH]1	-0.1%[57.5 µM]
COc1cc(S(=O)(=O)Nc2ccc(C)cc2)ccc1N=Cc1c(C)[nH]n(-c2ccc(C)cc2)c1=O	-2.0%
CC(=O)Nc1ccc(S(=O)(=O)N2CCCCC2C(=O)O)cc1 (configuration not stated)	-7.9%
Cc1nn(-c2ccccn2)c2c1C(=O)C(Br)CC2 (configuration not stated)	-11.4%
CCOC(=O)c1c(NC(=O)CC2Sc3ccc(C(F)(F)F)cc3NC2=O)sc(C)c1C (configuration not stated)	0.1%
COc1cc(O)c(C(CC(=O)N2CCCC(C)C2)c2ccc3c(c2)OCO3)c(OC)c1 (configuration not stated)	1.3%[57.5 µM]
N[C@@H](Cc1ccccc1)c1nnc(SCc2ccccc2F)o1	?
O=C(c1cc2ccccc2c(=O)o1)N1CCCC1	-5.8%
O=C(O)c1cnn2cc(-c3[nH]ncc3[N+](=O)[O-])cnc12	2.6%
Fc1ccc(C2c3cccn3CCN2C(=S)Nc2cccc(F)c2)cc1 (configuration not stated)	5.3%
Cc1ccc(S(=O)(=O)N2CCN=C2SCc2ccc(Cl)c(Cl)c2)cc1	2.5%
Cc1cc(N2CCN(C)CC2)nc2ccc(NC(=O)c3ccccc3F)cc12	-4.2%
CCCCC(=O)N/C(N)=N/c1nc2ccccc2o1	-1.4%[57.5 µM]
CCOc1ccc(NC(=O)CN2CCC(n3cnc4cc(F)ccc43)CC2)cc1	11.0%
COc1cc(C2C(C#N)=C(N)Oc3cc(C)n(CCN4CCOCC4)c(=O)c32)cc(OC)c1OC (configuration not stated)	-12.0%[57.5 µM]
Cc1cccc(-n2c(=S)[nH]c3nc4c(cc3c2=O)COC(C)(C)C4)c1	0.4%[57.5 µM]
N#Cc1ccsc1NC(=O)CN1CCN(S(=O)(=O)c2ccccc2C(F)(F)F)CC1	4.5%
NC(=O)c1c(NC(=O)C2c3ccccc3Oc3ccccc32)sc2c1CCCCC2	6.7%
Cc1cccc(/C=N/NC(=O)CN2CCCCCCC2)c1	-6.8%
COc1cc(/C=N/n2c(C)n[nH]c2=S)ccc1OCc1ccccc1	-2.5%
COc1ccc(C2CC2/C(C)=N/OC(=O)c2ccc(F)cc2)cc1 (configuration not stated)	2.0%
CCC(C)OC(=O)c1cc(C)nc2c(Br)cc(Br)cc12 (configuration not stated)	-5.1%
CNS(=O)(=O)c1cccc(C(=O)OCC(=O)Nc2ccc(OC)cc2[N+](=O)[O-])c1	-5.0%
C=CCOC(=O)C1=C(C)N=c2s/c(=C3\C(=O)N(CC(=O)O)c4ccccc43)c(=O)n2C1c1ccc(OC)cc1 (configuration not stated)	-1.6%[57.5 µM]
COc1cc2c(cc1NC(=O)COC(=O)[C@@H](NC(=O)c1ccccc1F)C(C)C)oc1ccccc12	-20.3%
Cc1cccc2cc(CN(CCN(C)C)C(=S)NCc3ccco3)c(=O)[nH]c12	2.1%
CCOc1ccc2nc(Nc3nc4ccc(NC(C)=O)cc4s3)sc2c1	3.6%
CCOC(=O)C1(CC2CCCCO2)CCN(C(=O)Nc2ccccc2CC)CC1 (configuration not stated)	25.0%
C=CCNc1nc(-c2sc(NC(=O)CC)nc2C)cs1	-3.5%
CCCCN1C(=O)c2ccc(C(=O)Nc3ccc(S(=O)(=O)N(C)C)cc3)cc2C1=O	?
COc1cc2c(cc1OC)C(c1cccnc1)CC(=O)N2 (configuration not stated)	-2.0%
COC(=O)c1cccc(C23CC4(C2)[C@H](CN(C)[C@@H]4c2ccccc2)C3c2ccc(Cl)nc2)c1 (some centres not stated)	9.7%
CC(=O)Nc1cccc(NC(=O)Nc2ccc(C)c(Cl)c2)c1	6.5%

Reformatted with each value named: 3 of the compounds above.
> COc1cc(C2C(C#N)=C(N)Oc3cc(C)n(CCN4CCOCC4)c(=O)c32)cc(OC)c1OC (configuration not stated)
- ERK EGF block: -12.0%[57.5 µM]

> Cc1cccc(-n2c(=S)[nH]c3nc4c(cc3c2=O)COC(C)(C)C4)c1
- ERK EGF block: 0.4%[57.5 µM]

> N#Cc1ccsc1NC(=O)CN1CCN(S(=O)(=O)c2ccccc2C(F)(F)F)CC1
- ERK EGF block: 4.5%

From PubChem

These rows are one share of the data. The share of hits here may be higher or lower than overall.
